Source: PubChem BioAssay
ERG-DNA inh: blocks human ERG Ets domain binding to DNA; fluorescence polarization, His-ERG Ets domain / labelled DNA; Potency, µM (top dose mostly 76.9 µM), for inactives: at the top dose FP activity, negative = inhibition, hits mostly inhibitors; hit rate 0.028% among 370,000; AID 624246; active = well fitted inhibition curve with a large enough effect in the polarisation, with a control signal flat; inconclusive = small, poorly fitted or top-dose-only effect, or effect the other way, or a change in a side signal; inactive = no such curve, though single readings can be large or run the other way; the % refers to the polarisation;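 also: polarization taken with two DNA probes labelled with fluorescein and Texas red; % of control where 0% means no effect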
Target sequence (P11308 whole entry, looked up, the tested form may be a part): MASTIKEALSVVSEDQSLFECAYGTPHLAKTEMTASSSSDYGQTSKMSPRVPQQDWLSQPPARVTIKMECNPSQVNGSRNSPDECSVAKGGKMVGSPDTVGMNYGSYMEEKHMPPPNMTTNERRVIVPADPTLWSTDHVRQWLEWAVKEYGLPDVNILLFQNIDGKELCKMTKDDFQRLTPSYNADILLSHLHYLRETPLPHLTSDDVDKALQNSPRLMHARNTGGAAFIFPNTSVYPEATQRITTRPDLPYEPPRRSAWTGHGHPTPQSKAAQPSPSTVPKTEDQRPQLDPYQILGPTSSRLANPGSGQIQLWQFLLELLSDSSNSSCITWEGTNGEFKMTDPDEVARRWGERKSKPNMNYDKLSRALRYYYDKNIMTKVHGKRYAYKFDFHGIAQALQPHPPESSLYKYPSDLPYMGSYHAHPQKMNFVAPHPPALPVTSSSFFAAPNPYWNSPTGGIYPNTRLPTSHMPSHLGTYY
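His-tagged ERG Ets domain (1 uM in the protein solution; 300mM KCl, 50mM Tris-HCl, 1mM EDTA, 1mM DTT, pH 7.5) received compound, then a probe mix of 5 nM fluorescein-DNA and 100nM Texas-615-DNA. Fluorescence polarization was read for both dyes.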
HP1b binding inh: blocks HP1-beta chromodomain binding to methylated histone tails; AlphaScreen HP1-beta / biotin-H3K9me3 peptide binding; Potency, µM (titrated, usually from 114 µM), for inactives: at the highest dose activity change, negative = inhibition, most hits filed as inhibitors; hit rate 0.56% among 390,000; AID 540317; also: nearly all actives have a fitted effect of over 70% in size; inactives centre near 23
Target sequence (P83916 whole entry, looked up): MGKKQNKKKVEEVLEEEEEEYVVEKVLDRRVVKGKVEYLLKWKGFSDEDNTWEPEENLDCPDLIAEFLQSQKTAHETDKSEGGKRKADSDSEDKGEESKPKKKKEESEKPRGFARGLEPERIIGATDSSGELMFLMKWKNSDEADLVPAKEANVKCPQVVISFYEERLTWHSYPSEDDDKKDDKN
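Compound inhibition of the preformed complex between 50 nM HP1-beta and 50 nM biotinylated H3K9me3 peptide was read by AlphaScreen. Buffer was PBS pH 7.4 with 0.01% Tween-20. Incubations ran 30 min at room temperature, with 10 ug/mL donor/acceptor beads.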
GLS inh: inhibitors of human glutaminase (GLS); O94925; GLS enzymatic activity, qHTS titration; Potency, µM (doses to about 45.5 µM), without a hit: top-dose activity change, negative = inhibition, hits mostly inhibitors; hit rate 0.21% among 410,000; AID 624170; also: % is scaled to controls: 0 for no effect and ±100 for the full control effect
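hKGA in 45 mM KH2PO4 (pH 8.2), 0.02% Tween-20 with compound, then 1mM L-Glutamine (stock as added) plus glutamate oxidase/HRP/Amplex red coupling mix. Fluorescence read initially and after 30 min at RT; signal change reflects glutamate formation.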
PGK inhibitor: inhibitors of T. brucei phosphoglycerate kinase. P07378. PGK/GAPDH coupled, Kinase-Glo luminescence, 60 min. Potency, µM (titrated, usually from 57.5 µM), inactives show at the highest dose activity change, negative = inhibition, most hits filed as inhibitors. hit rate 0.043% among 380,000; also: % is scaled to controls: 0 for no effect and ±100 for the full control effect; nearly all actives have a fitted effect of over 60% in size
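Luminescent ATP detection (Kinase-Glo Plus) follows a 60-minute room-temperature incubation, with wells lacking PGK as controls. Buffer: 100 mM TEA (pH 7.6), 5 mM MgCl2, 0.01% Tween-20. Coupling enzyme GAPDH (100 nM final) supplies unstable 1,3-BPG in-well.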
Pin1 inhibitor: blocks the human prolyl isomerase Pin1. Q13526. Pin1 FP peptide displacement, HiFluor488, 10 min. Potency, µM (doses to about 115 µM), inactives show top-dose activity, negative = inhibition, actives largely listed as inhibitors. hit rate 0.009% among 390,000; active = well fitted inhibition curve with a large enough effect in the polarisation, with a control signal flat, not every such curve was filed as active; inconclusive = small, poorly fitted or top-dose-only effect, or effect the other way, or a change in a side signal; inactive = no such curve, though single readings can be large or run the other way; the % refers to the polarisation; also: % is scaled to controls: 0 for no effect and ±100 for the full control effect
Target sequence (Q13526 whole entry, looked up): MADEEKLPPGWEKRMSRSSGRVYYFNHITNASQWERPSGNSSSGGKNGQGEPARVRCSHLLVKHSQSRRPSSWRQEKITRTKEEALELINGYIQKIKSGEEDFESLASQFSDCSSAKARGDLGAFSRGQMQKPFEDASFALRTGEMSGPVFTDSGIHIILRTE
rTrxR1 inhibitor: rat TrxR1 inhibition. O89049. Potency, µM (top dose mostly 114 µM), for inactives: at the highest dose activity change, negative = inhibition, actives largely listed as inhibitors. AID 588453. recombinant rTrxR1, NADPH fluorescence consumption, selenite substrate. hit rate 1% among 390,000; also: % is scaled to controls: 0 for no effect and ±100 for the full control effect; nearly all actives have a fitted effect of over 65% in size
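Rat TrxR1 (90 nM in the dispensed reagent) was pre-reduced with 400 uM NADPH for 5 min at room temperature, then incubated with compound for 15 min. After 400 uM selenite was added, NADPH fluorescence (Ex 340/Em 450 nm) was followed for 8 min.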
JMJD2A Tudor inh: blocks the human JMJD2A Tudor domain | O75164 | AlphaScreen JMJD2A-Tudor / H3K4me3 peptide binding | Potency, µM (series often up to 114 µM), without a hit: at the top dose activity change, negative = inhibition, actives largely listed as inhibitors | hit rate 4.4% among 390,000 | AID 504339; also: % is scaled to controls: 0 for no effect and ±100 for the full control effect; nearly all actives have a fitted effect of over 50% in size
12-LOX inh: ALOX12 (human) lipoxygenase inhibition; P18054; purified 12hLO, xylenol orange hydroperoxide absorbance; Potency, µM (top dose mostly 108 µM), without a hit: top-dose activity change, negative = inhibition, actives largely listed as inhibitors; hit rate 1.1% among 580,000; AID 1671190; also: % is scaled to controls: 0 for no effect and ±100 for the full control effect
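Hydroperoxide product was detected by ferrous iron/xylenol orange as the 573 to 405 nm absorbance ratio. Arachidonic acid at 40 uM (final) was turned over for 30 min at room temperature by 150 nM human 12hLO, pH 7.0 Hepes buffer, after 15 min compound preincubation.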
RGS4 inhibitor: human RGS4 inhibition; P49798; Transcreener GDP fluorescence polarization, RGS4-accelerated GTP hydrolysis; AID 504845; Potency, µM (highest dose often 114 µM), for the others: top-dose activity change, negative = inhibition, most hits filed as inhibitors; hit rate 0.039% among 390,000; also: % is scaled to controls: 0 for no effect and ±100 for the full control effect; nearly all actives have a fitted effect of over 75% in size; some results filed as inactive show a strong effect at the top dose
Target sequence (P49798 whole entry, looked up): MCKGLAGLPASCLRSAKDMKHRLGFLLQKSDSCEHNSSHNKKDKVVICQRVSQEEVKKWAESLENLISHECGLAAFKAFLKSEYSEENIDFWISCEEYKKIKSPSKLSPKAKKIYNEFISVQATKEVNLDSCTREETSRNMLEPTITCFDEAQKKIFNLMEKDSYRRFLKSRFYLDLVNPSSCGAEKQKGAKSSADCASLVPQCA
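MLSMR compounds (23 nl, pin-transferred) preincubated 10 min at room temperature with a 500nM (2x) first reagent, then RGS4 at 900nM (2x) plus Transcreener GDP mix added; fluorescence polarization (620/688 nm) read before and after 90 min at 30 °C.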
An asterisk follows results filed as active; i = inactive; ? = inconclusive; . = no result given; & = joins results of further samples; [ ] = remark or other dose. Unless noted, calls follow the shape of the dose curve; as a rule, active = well fitted curve in the direction sought with a large enough effect; inconclusive = small, poorly fitted or top-dose-only effect, or another doubt; inactive = no such curve, though single readings can be large; an effect the other way counts as inactive or inconclusive. Potency is read from the fitted curve at half-maximal effect. The list is partial; the hit share may differ from the screen's.

ERG-DNA inh | HP1b binding inh | GLS inh | PGK inhibitor | Pin1 inhibitor | rTrxR1 inhibitor | JMJD2A Tudor inh | SMILES | 12-LOX inh | RGS4 inhibitor
-2% | 24% | 0% | i | 0% | -5% | -14% | CCOC(=O)NC1Cc2ccccc2C1Sc1ccccn1 (stereo unspecified) | -1% | -3%
-1% | 19% | 3% | i | -13% | 11% | -17% | C=CC[N+]1(CC#CCOC(c2ccccc2)c2ccccc2)CCOCC1 | 10% | -29%
7% | -35% | 5% | -13% | 0% | 27%[57.1 µM] | ? | COc1ccc2nc(N=Nc3ccc(N(C)C)cc3)sc2c1 | -14% | -13%
4% | -4% | 2% | -4% | 2% | 10%[57.1 µM] | -27% | CCS(=O)(=O)N1CCN(c2ccc([N+](=O)[O-])c(NC(C)c3ccccc3)c2)CC1 (stereo unspecified) | -10% | -14%
0% | 25% | 4% | 7% | 0% | 21% | 7% | NC(=O)c1ccccc1NC(=O)CN1CCOCC1 | -3% | -4%
1% | 22% | -5% | -4% | 1% | -16% | 4% | COC(=O)COc1cccc2c(=O)n(CC(=O)N3CCCCC3)ccc12 | 0% | 22%
3%&8% | 31%&40% | 1%&2% | i | -5%&-5% | 20%&0% | -12%&-9% | CC(C)CCNC(=O)C(Cc1ccccc1)NS(=O)(=O)c1ccc2c(c1)c(=O)n(C)c(=O)n2C (stereo unspecified) | 0% | -8%&10%
0% | -3% | 0% | -1% | 3% | 8% | ? | CCOC(=O)c1c(C)c(C(=O)Nc2ccc3c(c2)OCCO3)c(C)n1CC | -9% | 6%
6% | -4% | ? | 1% | . | 16µM* | ? | Cc1c(Cl)cnc(NC(=O)COC(=O)/C=C/c2ccco2)c1Cl | ? | ?
9% | -15% | 3% | -2% | 3% | 13% | -26% | Cc1ccc(-c2nnn(CC(=O)N(CC(=O)NC3CCCC3)c3cccc(F)c3)n2)o1 | -3% | 5%
2%[15.4 µM] | 20% | 0% | -4% | 20% | -14% | -17% | Cc1onc(-c2c(F)cccc2Cl)c1C(=O)OCC(=O)Nc1cccc(S(=O)(=O)N(C)C)c1 | 181%[activator] | -45%
7% | 32% | -13% | i | 3% | -2% | 1% | Cc1ccc(OC(=O)CCC(=O)NC(C)c2ccccc2)cc1 (stereo unspecified) | -5% | -23%
-5% | ? | 12% | -10% | -2% | -13% | -28% | CCOc1ccc(C(=O)NC(=S)Nc2ccc(N3CCOCC3)c(Cl)c2)cc1[N+](=O)[O-] | 14µM* | 10%
-13% | 21% | 0% | -12% | 0% | 8% | -18% | Cc1nc2ccc(NC(=O)c3cncc(Br)c3)cc2s1 | 2% | 16%
-3% | 13%[57 µM] | -6% | i | -4% | 25%[57.1 µM] | -13% | Cc1cc(C)c(/C=C/c2onc(C)c2S(=O)(=O)N2CCC(C(=O)NCc3ccccc3Cl)CC2)c(C)c1 | -26% | -2%
14% | ? | 18% | -11% | -6% | -19%[11.4 µM] | 50µM* | O=[N+]([O-])c1ccc2[nH]c(=S)sc2c1 | ? | ?
8% | -27%[57 µM] | ? | -2% | -8% | -32% | 40µM* | CN(C)S(=O)(=O)c1cccc(NC(=S)NNC(=O)c2cc3ccccc3cc2O)c1 | 35µM* | ?
-2% | 24% | -2% | -7% | 17% | -15% | -3% | Cc1ccc(C)c(NS(=O)(=O)c2ccc(NC(=O)c3ccco3)cc2)c1 | -13% | -12%
-2% | 18% | 4% | 5% | 0% | 8%[57.1 µM] | -8% | O=C(NCCOc1nc(N2CCCCC2)nc(N2CCOCC2)n1)Nc1ccccc1 | 3% | 10%
-3% | 44%[activator] | 7% | i | 5% | 6% | 4% | CCOc1ccc(OCC)c(S(=O)(=O)NCc2cccnc2)c1 | 0% | -30%
-8% | 16% | -1% | -11% | -8% | 7% | -5% | CCOCc1nnc(NC(=O)c2cccc(OC)c2)s1 | -2% | -19%
78%[activator] | ? | 21% | -2% | ? | 0% | -21% | COc1cc(/C=N/Nc2ccc(Cl)nn2)cc(OC)c1O | ? | 33%
5% | 14% | 1% | -4% | -3% | 23% | -14% | O=C(CN(C(=O)CNC(=O)c1ccco1)c1ccc2c(c1)OCCO2)NC1CCCC1 | -9% | -9%
3% | -20% | 2% | -4% | -28% | 12% | -12% | COc1ccccc1CNC(=O)CN1C(=O)c2ccccc2S1(=O)=O | 14% | 7%
2% | ? | -9% | -4% | 4% | 4% | 3% | COc1ccc(S(=O)(=O)Nc2cccc(-c3ccc4nncn4n3)c2)c(OC)c1 | ? | ?

Just PGK inhibitor, for two of the compounds above:
| Molecule | PGK inhibitor |
| --- | --- |
| Cc1nc2ccc(NC(=O)c3cncc(Br)c3)cc2s1 | -12% |
| Cc1cc(C)c(/C=C/c2onc(C)c2S(=O)(=O)N2CCC(C(=O)NCc3ccccc3Cl)CC2)c(C)c1 | i |

Structures listed above marked active in rTrxR1 inhibitor:
ERG-DNA inh | HP1b binding inh | GLS inh | PGK inhibitor | Pin1 inhibitor | rTrxR1 inhibitor | JMJD2A Tudor inh | SMILES | 12-LOX inh | RGS4 inhibitor
6% | -4% | ? | 1% | . | 16µM* | ? | Cc1c(Cl)cnc(NC(=O)COC(=O)/C=C/c2ccco2)c1Cl | ? | ?

Other structures.
ERG-DNA inh | HP1b binding inh | GLS inh | PGK inhibitor | Pin1 inhibitor | rTrxR1 inhibitor | JMJD2A Tudor inh | SMILES | 12-LOX inh | RGS4 inhibitor
-4% | 19% | 1% | . | ? | 18% | -17% | N#CC1(c2c(O)nc3n(c2=O)CCCS3)CCCCC1 | -15% | 6%
-12% | 36% | -10% | -8% | -5% | 7% | 3% | C=CCNC(=O)CSc1nc2sc3c(c2c(=O)n1CCC)CCC3 | -1% | -22%
11% | 36% | 10% | 0% | 2% | 5%[57.1 µM] | 2% | Cc1ccnc2nc(C(=O)N3CCN(c4ccc(F)cc4)CC3)nn12 | ? | 20%
-1% | -6% | -10% | 0% | -5% | 65%[activator] | -15% | COc1ccc2cc3cc(C(=O)NCc4ccccc4OC)oc3nc2c1 | -11% | 3%
0% | 16% | 8% | i | -8% | 7%[57.1 µM] | -22% | CC(NC(=O)c1cc2ccccc2o1)C(=O)O (stereo unspecified) | -11% | 13%
-5% | -9% | 2% | -9% | 0% | 30%[57.1 µM] | ? | Cc1ccc(NC(=O)c2ccccn2)cc1S(=O)(=O)N1CCOCC1 | -2% | 16%
-10% | 26% | 3% | . | 17% | ? | -20% | CCN(C(=O)c1ccco1)c1nc(CC(=O)Nc2ccc(Cl)cc2)cs1 | -27%[57.4 µM] | -9%
-7% | 36% | 1% | 0% | -4% | 22% | -10%[57.1 µM] | COc1ccc(CC(=O)NC2CC(C)(C)NC(C)(C)C2)cc1 | 0% | 6%[56.9 µM]
-9% | 5%[57 µM] | 13% | -10% | 7% | 2% | -14% | COc1ccccc1N1CCN(S(=O)(=O)c2ccc3c(c2)NC(=O)CS3)CC1 | -30% | -21%
. | 6% | -2% | -6% | -10% | 0% | -11% | CCn1c(/C=N/n2cnnc2)nc2ccccc21 | 13% | 35%
-10% | 51%[activator] | 1% | ? | -9% | 0% | ? | CCc1nnc(NC(=O)CSc2nncc(=O)n2N)s1 | -10% | 22%
. | 19% | -1% | 1% | 1% | 11% | -10% | COc1ccc(NC(=O)CCN2CCN(S(=O)(=O)c3ccc(Cl)cc3)CC2)cc1 | 6% | -7%
0% | 41% | 8% | 6% | 4% | -1% | 1% | O=c1c(Cc2ccc(Cl)cc2)c(O)ccn1Cc1cccs1 | ? | 16%
5% | 13% | -1% | i | 5% | 14%[57.1 µM] | -26% | O=C(c1cn2ccccc2n1)N1CCc2c([nH]c3ccccc23)C1c1ccccn1 (stereo unspecified) | 4% | -16%
6% | 13% | -5% | -3% | -5% | -6% | -27% | Cc1cc(-c2nn(-c3ccccc3F)cc2CN(C)CC(O)CO)c(C)s1 (stereo unspecified) | -14% | -8%
-3% | -1% | 4% | -3% | -2% | 27% | -17% | CN(Cc1cnn(C)c1)C(=O)c1ccc(OC2CCN(CCc3ccccc3)CC2)cc1 | -7% | 9%
-7% | 22% | 3% | -3% | -1% | 3% | -14% | Cn1nc(C(F)(F)F)c(C(=O)Nc2cccc(Cl)c2)c1Cl | -6% | 25%
-3% | 14% | 2% | 10% | -1% | 1% | -10% | N=c1sccn1CC(=O)Nc1ccccc1Cc1ccccc1 | -4% | 13%
4% | 134%[activator] | 2% | 2% | -1% | 29% | 100%[activator] | CN(Cc1ccccc1F)C(=O)c1ccc(Oc2ccccc2)cc1 | ? | -25%
3% | ? | -9% | i | -2% | 14% | -15% | CCOc1cc(CNS(=O)(=O)c2ccc3c(c2)C(C)(C)C(=O)N3)cc(OCC)c1OCC | -15% | 2%
0% | 29% | -1% | 10% | -3% | 19% | -10% | Cc1ccc(S(=O)(=O)NCc2ccc(C(=O)NC3CCC(O)CC3)cc2)cc1C (stereo unspecified) | -9% | -1%
2% | 25% | 1% | -10% | 3% | 11% | -20% | CCOc1ccc(CCNC(=O)COC(=O)CSc2ccc(C)cc2)cc1OCC | -2% | -15%
15% | -17% | 2% | i | -2% | 15%[57.1 µM] | 20µM* | O=C(Nc1ccc(N2CCOCC2)cc1)c1ccc2c(c1)OCO2 | -1% | ?
-6% | 16% | -1% | 6% | -3% | -13% | -20% | O=C(NNC1=C(C(=O)C(F)(F)F)CCC1)c1cccc(O)c1 | 0% | 12%
